RGS8-Gao: regulators of human RGS8-Galphao interaction | AID 1423 | 220,000 tested, 0.34% active | response (percent of control binding), % at 10 µM | multiplexed bead flow cytometry, RGS8-Galphao binding; actives lie on both sides; in the data active means response below about 60% or above about 140%; inactive means in between;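 further: Galphao activated as the GDP aluminium fluoride complex binding bead-coupled RGS8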
Target sequence (P09471 whole entry, looked up): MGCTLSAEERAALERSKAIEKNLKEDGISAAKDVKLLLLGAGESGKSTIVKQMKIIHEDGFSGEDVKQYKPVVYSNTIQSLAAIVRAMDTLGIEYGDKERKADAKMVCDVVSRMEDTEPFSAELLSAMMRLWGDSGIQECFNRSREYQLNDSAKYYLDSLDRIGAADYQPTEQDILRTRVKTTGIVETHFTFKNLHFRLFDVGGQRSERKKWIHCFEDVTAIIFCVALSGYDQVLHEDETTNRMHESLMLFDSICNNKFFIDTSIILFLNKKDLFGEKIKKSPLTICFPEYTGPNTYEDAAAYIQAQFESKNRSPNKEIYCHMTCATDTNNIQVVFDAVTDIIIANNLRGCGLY
ABCG2 inh: human ABCG2 inhibition, ABCB1 as counter-screen; Q9UNQ0; IgMXP3 cells, JC-1 efflux, flow cytometry; inhibition, % at 6.6 µM; 190,000 tested, 0.1% active; AID 1325;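 active means inhibition above 80%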;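 further: 0% = DMSO and 100% = nicardipine control wells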
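Test system: IgMXP3 (ABCG2) plus far-red-tagged CCRF-Adr (ABCB1) cells. Reagent: JC-1 dye as substrate. Timing: 10 min exposure at 25 °C with rotation, no wash. Measured by: flow cytometric JC-1 green MFI at 530 nm. Read-out: percent efflux inhibition, scaled nicardipine 100% to DMSO 0%. Control set: nicardipine and DMSO wells.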
Avidin bead fluor: compound fluoresces at 488/530 nm on avidin beads | compound fluorescence 488/530 nm, flow cytometry; hits give high values | fluorescence (KMESF) at 10 µM | 220,000 tested, 0.38% active | AID 1775; in the data active means fluorescence above about 47; further: inactives centre near 10
Pf gamet viab: kills late stage P. falciparum gametocytes. P. falciparum stage V gametocytes, ATP luminescence, 24 h. inhibition, % at 10.9 µM. 150,000 tested, 0.065% active. AID 743093;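 active means inhibition above the mean plus 3 SD of compounds within the control limits, set per campaign, cut at about 38% in these data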;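 further: 0% = DMSO wells and 100% = medium only without gametocytes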
RGS7-Gao: regulators of human RGS7-Galphao interaction. Multiplexed bead flow cytometry, RGS7-Galphao binding; actives lie on both sides. 220,000 tested, 0.35% active. P09471. binding response (% of control), % at 10 µM; in the data active means binding response below about 49% or above about 150%; inconclusive means no clear call, values can overlap the other calls; inactive means in between;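 further: fluorescent Galphao held in activated GDP-AlF4 state binding bead-coupled RGS7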
RGS4-Gao reg: human RGS4-Galphao interaction regulation; Multiplexed bead flow cytometry, RGS4-Galphao binding; actives lie on both sides; binding response (% of control), % at 10 µM; 220,000 tested, 0.33% active; in the data active means binding response below about 49% or above about 150%; inactive means in between;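 further: fluorescent Galphao activated with aluminum fluoride binding bead-coupled RGS4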
ABCB1 inh: human ABCB1 inhibition, ABCG2 as counter-screen | P08183 | CCRF-Adr cells, JC-1 efflux, flow cytometry | inhibition, % at 6.6 µM | 190,000 tested, 0.067% active | AID 1326; in the data active means inhibition above about 40%;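 further: 0% = vehicle and 100% = reference inhibitor; higher value means more JC-1 retained so stronger ABCB1 efflux block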
Bim-Mcl-1: human Bim-Mcl-1 interaction inhibition; inhibition, % at 10 µM; Q07820; Bead-based flow cytometry, Bim peptide-Mcl-1 binding; 190,000 tested, 0.1% active; in the data active means inhibition above about 40%;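 further: 0% = no compound tracer wells and 100% = peptide blocker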
Target sequence (Q07820 whole entry, looked up): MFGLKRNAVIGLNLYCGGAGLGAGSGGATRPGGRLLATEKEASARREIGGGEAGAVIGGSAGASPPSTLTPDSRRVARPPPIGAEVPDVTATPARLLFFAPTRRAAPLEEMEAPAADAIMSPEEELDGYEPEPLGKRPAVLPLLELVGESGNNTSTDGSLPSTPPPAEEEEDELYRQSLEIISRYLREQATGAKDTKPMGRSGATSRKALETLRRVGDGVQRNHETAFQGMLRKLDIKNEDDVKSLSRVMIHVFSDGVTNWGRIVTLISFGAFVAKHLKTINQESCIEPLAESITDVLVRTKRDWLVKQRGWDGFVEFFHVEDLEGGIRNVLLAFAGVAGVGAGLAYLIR
Mcl1 Bid PPI: disrupts binding of human Mcl-1 to Bid peptide | inhibition, % at 21.7 µM | Q07820 | 220,000 tested, 0.97% active | TR-FRET Mcl-1/Bid-Dy647 peptide binding, 1536-well;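 active means compounds that cut the binding signal by more than half at the single screening dose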;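 further: His-tagged Mcl-1 with europium anti-His antibody binding Bid BH3 peptide; 0% = Mcl-1 plus peptide wells and 100% = peptide-only wells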
Mcl1 Noxa PPI: disrupts binding of human Mcl-1 to Noxa peptide; Q07820; TR-FRET Mcl-1/Noxa peptide binding, 2 h; inhibition, % at 21.7 µM; 220,000 tested, 1.5% active;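 active means compounds that cut the protein-peptide binding signal by more than 50% relative to plate controls in a single-dose test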;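 further: His-tagged Mcl-1 with rhodamine Noxa BH3 peptide and terbium anti-His antibody; 0% = Mcl-1 plus Noxa peptide wells and 100% = peptide-only wells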
GSH fluor: GSH bead compound fluorescence profile; GSH beads flow cytometry, compound fluorescence 488/530 nm; hits give high values; fluorescence (KMESF) at 10 µM; 190,000 tested, 0.25% active; in the data active means fluorescence above about 89;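 further: glutathione beads carrying GST-tagged Bcl family fusion proteins plus one bare bead set; values are compound well signal with DMSO vehicle wells as background; inactives centre near 16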
Starred values were filed as active, the others as inactive; ? = inconclusive; . = no result given.

SMILES	RGS8-Gao	ABCG2 inh	Avidin bead fluor	Pf gamet viab	RGS7-Gao	RGS4-Gao reg	ABCB1 inh	Bim-Mcl-1	Mcl1 Bid PPI	Mcl1 Noxa PPI	GSH fluor
Cc1cc(C)c2cc(CN(CCO)Cc3nnnn3Cc3ccccc3)c(=O)[nH]c2c1	102.0	4.0	8	.	100.6	101.1	1.2	-1.0	-0.7	-9.8	18
O=C(COC(=O)C1COc2ccccc2O1)NC(=O)Nc1ccc2c(c1)OCCO2 (stereo not given)	101.3	-3.9	5	.	98.3	100.9	-3.1	-5.0	4.6	1.6	34
CCOC(=O)Cn1cnc2c(cnn2-c2ccc(Cl)cc2)c1=O	96.0	9.0	7	.	95.3	92.9	-0.1	2.0	.	.	33
CNc1ccccc1C(C)(C)c1cc(-c2cc(C)cc(C)c2)no1	101.3	9.7	16	.	102.3	102.3	1.0	-2.0	-47.2	19.6	15
Cc1ccc(-c2nnn(CC(=O)N(CC3CCCO3)C(C(=O)NC3CCCC3)c3ccc(O)cc3)n2)o1 (stereo not given)	104.6	0.3	13	20.7	105.0	107.8	0.1	7.0	-10.1	2.0	14
O=C(ON=C1CCN(S(=O)(=O)c2ccccc2)CC1)c1ccc(F)cc1	119.9	0.9	8	.	104.8	111.7	0.1	0.0	-8.5	14.5	11
Cc1ccc2c(CC(=O)OCc3nc(N)nc(Nc4ccccc4C)n3)coc2c1	97.4	26.1	21	3.6	96.2	95.4	-0.4	-2.0	-19.7	20.6	30
CCOc1ccc(NC(=O)CN(C)CC(=O)Nc2ccc(F)c(F)c2F)cc1OCC	103.8	6.0	25	-33.6	103.4	105.7	1.3	-2.0	-28.3	-21.0	58
COc1ccc(OC)c(NS(=O)(=O)c2ccc(NC(=O)c3ccc(NS(C)(=O)=O)cc3)cc2)c1	92.3	-0.9	14	-7.8	84.0	86.4	1.2	1.0	-28.5	20.3	13
COc1ccc(C)cc1NC(=O)CN1CCN(S(=O)(=O)c2ccc(F)cc2)CC1	104.3	3.8	14	.	100.3	105.1	2.4	0.0	-10.3	11.3	17
Cc1ccc(-n2ncc3c(Nc4c(C)n(C)n(-c5ccccc5)c4=O)ncnc32)c(C)c1	102.5	8.3	21	.	103.0	105.1	2.1	-2.0	-4.4	3.1	11
COC(=O)CCC(=O)Nc1cccc(Br)c1	104.7	5.1	9	-8.3	103.6	102.9	0.8	-5.0	-7.7	-12.9	17
Cc1[nH]n2c(=O)c3c(nc2c1-c1cccc2ccccc12)CCC3	100.2	0.7	23	.	93.9	95.9	0.1	0.0	-163.4	-46.9	8
Cc1ccc(NC(=O)CN(C)CC(=O)Nc2ccccc2-c2ccccc2)cc1	94.5	7.7	9	.	?	90.7	1.1	-4.0	-3.3	4.2	16
COc1ccc(NC(=O)Nc2nnc(N3CCC(C)CC3)s2)cc1OC	106.1	16.2	6	.	106.2	107.2	1.2	-5.0	-8.7	10.4	12
CCC(C)NC(=O)CS(=O)(=O)Cc1nc(-c2cccc(OC)c2)oc1C (stereo not given)	101.2	-0.3	7	.	99.5	100.3	0.0	0.0	-12.4	-0.5	14
O=C(COC(=O)Cc1ccc(S(=O)(=O)N2CCOCC2)s1)NCc1ccc(Cl)cc1	98.8	-0.7	3	11.0	107.3	102.6	-0.1	-4.0	-26.1	29.8	4
Cc1ccc(C(=O)/C=C/Nc2cccc([N+](=O)[O-])c2)o1	103.8	5.0	12	-2.7	98.1	99.6	2.5	2.0	-13.1	9.7	25
COc1ccc(Nc2nc(C)cc(C)c2C(N)=O)c(OC)c1	100.1	1.8	14	12.2	96.7	100.3	-0.1	-2.0	-11.4	3.2	31
O=C(NC12CC3CC(CC(C3)C1)C2)C1CC(=O)N(c2ccc(Br)cc2)C1 (stereo not given)	102.7	2.7	9	.	103.5	99.2	1.5	0.0	-2.3	-6.8	28
O=C1Nc2ccccc2S/C1=C/NCc1ccccc1Cl	104.3	-0.6	23	4.9	102.8	103.3	-0.2	-3.0	-23.8	12.6	10
OCc1cn(-c2ccccc2)nc1-c1cccnc1	99.0	17.6	10	.	98.6	101.4	1.3	-3.0	6.0	6.8	37
COc1ccccc1NC(=O)Cn1nnc(C(=O)Nc2ccccc2)c1N	102.6	1.1	8	.	100.0	98.7	0.1	-1.0	-14.3	4.4	50
COc1ccc(C(=O)OCC(=O)NCc2ccco2)cc1OC	103.0	5.5	6	.	99.5	95.0	-0.3	-1.0	-38.0	22.8	32
O=C(COC(=O)c1nc(Cl)ccc1Cl)c1ccc(Cl)s1	101.5	-0.3	13	.	101.9	100.9	-0.2	-3.0	0.8	14.3	19

Three compounds from above, ordered by molecular weight, largest number first.
SMILES	RGS8-Gao	ABCG2 inh	Avidin bead fluor	Pf gamet viab	RGS7-Gao	RGS4-Gao reg	ABCB1 inh	Bim-Mcl-1	Mcl1 Bid PPI	Mcl1 Noxa PPI	GSH fluor
CCOc1ccc(NC(=O)CN(C)CC(=O)Nc2ccc(F)c(F)c2F)cc1OCC	103.8	6.0	25	-33.6	103.4	105.7	1.3	-2.0	-28.3	-21.0	58
CCC(C)NC(=O)CS(=O)(=O)Cc1nc(-c2cccc(OC)c2)oc1C (stereo not given)	101.2	-0.3	7	.	99.5	100.3	0.0	0.0	-12.4	-0.5	14
Cc1ccc(C(=O)/C=C/Nc2cccc([N+](=O)[O-])c2)o1	103.8	5.0	12	-2.7	98.1	99.6	2.5	2.0	-13.1	9.7	25

Following part:
SMILES	RGS8-Gao	ABCG2 inh	Avidin bead fluor	Pf gamet viab	RGS7-Gao	RGS4-Gao reg	ABCB1 inh	Bim-Mcl-1	Mcl1 Bid PPI	Mcl1 Noxa PPI	GSH fluor
O=C(CC1c2ccccc2Oc2ccccc21)Nc1ccccc1F	101.6	3.5	13	-46.5	96.0	96.2	0.7	-3.0	-36.5	16.6	5
O=C(NCC(=O)N1CCC(N2CCCCC2)CC1)C1CCCCC1	100.1	1.7	9	-22.2	99.1	102.1	0.4	-3.0	-13.6	18.1	28
CC1CN(C2CCCCC2)c2nc3c(c(=O)[nH]c(=O)n3C)n2C1 (stereo not given)	102.1	1.2	6	.	101.2	98.9	-0.2	1.0	-57.6	7.3	32
Cc1ccc(S(=O)(=O)N(C)c2ccc(NS(C)(=O)=O)cc2)cc1	101.3	10.0	13	-50.2	98.7	99.1	1.6	-2.0	-18.6	8.5	31
O=C(CN1CCc2ccccc21)NC(=O)NC1CCCCC1	97.7	.	9	3.9	?	98.2	.	.	-137.3	-5.8	.
O=C(O)C1=C[C@H](c2coc3ccccc3c2=O)C[C@H](OCCCCO)O1	97.2	0.0	7	.	97.2	96.3	-0.1	-1.0	1.5	-5.7	17
CCC(=O)N1CCc2cc(OC)c(OC)cc2C1COc1ccc(C(=O)OC)cc1 (stereo not given)	101.6	0.8	5	.	104.8	102.4	0.5	-5.0	7.2	10.2	47
COC(=O)c1nn(-c2ccc(OC)cc2)c(=O)c2c(N)sc(C)c12	96.0	0.8	2	-12.5	105.8	100.7	0.4	-36.0	-58.5	19.4	15
O=C(O)c1ccc2oc(SCC(=O)N3CCCCC3)nc2c1	100.7	4.0	16	7.1	99.5	99.0	0.6	0.0	-9.4	2.6	49
COc1ccc(CCNS(=O)(=O)c2ccc(Cl)s2)cc1OC	102.4	2.0	35	-2.2	102.2	104.4	0.6	0.0	-28.5	2.3	14
Cc1ccc(N2C(=O)C3C4C=CC(CNC(=S)Nc5ccc(F)cc5)(O4)C3C2=O)cc1 (stereo not given)	84.7	10.7	8	12.6	91.0	93.1	0.0	-5.0	-58.4	32.0	5
OC(C#CCN1CCCC1)c1ccccc1 (stereo not given)	103.1	0.4	13	2.3	105.0	106.1	0.2	0.0	-25.8	-4.2	4
COc1ccc(-n2c(Cc3cccn3C)nnc2SCC(=O)Nc2cccc(OC)c2)cc1	97.5	-3.7	10	.	102.9	96.4	-3.2	-4.0	-10.7	3.7	23
COCCN(C(=O)CCC(=O)Nc1ccccn1)C(C(=O)NCCC(C)C)c1ccc(OC)cc1 (stereo not given)	95.2	-0.1	7	4.7	99.8	96.7	0.4	-2.0	-0.2	-2.3	31
OC(COc1ccc2c(c1)OCO2)CN1CCCC1 (stereo not given)	96.7	-1.7	11	-17.7	?	94.2	-0.9	0.0	-26.1	8.7	15
O=C(c1ccco1)N1CCN(C2CC(=O)N(c3ccccc3)C2=O)CC1 (stereo not given)	103.7	0.0	6	14.4	100.9	99.4	-0.1	-2.0	7.9	-9.3	39
Cc1cc(NC(=O)CN(C)CCOc2ccccc2)ccc1Br	101.1	14.4	12	-7.2	?	99.7	1.0	-1.0	18.9	27.1	27
COc1ccc(S(=O)(=O)N(Cc2ccccc2)c2ccccc2C(=O)Nc2ccccc2C(=O)NCc2ccco2)cc1	99.6	0.4	4	-32.3	102.0	104.4	1.2	0.0	-21.9	10.5	4
O=C(O)CCC(=O)Nc1ccc(-c2nnc(-c3ccco3)o2)cc1	101.4	-1.6	8	.	102.7	99.8	-1.0	0.0	20.8	10.2	16
Cc1nc(Oc2ccc(Cl)cc2)c2oc3ccccc3c2n1	101.7	4.4	12	.	97.4	98.4	0.5	-1.0	-14.0	-5.2	26
COc1ccc(NCc2nnc(SCC(=O)c3ccc(C)cc3)o2)cc1	130.1	-0.4	8	-3.5	122.3	122.1	-0.3	5.0	-52.4	18.1	5
C[N+]1(C)CC2=Cc3ccccc3CC2C1 (stereo not given)	98.0	0.4	6	-2.0	99.5	101.5	0.3	-4.0	-32.1	-10.5	13
O=C(c1cccs1)N1CCCc2ccccc21	101.8	0.9	9	.	98.3	101.4	0.0	-2.0	1.8	3.3	33
CCc1nnc(NC(=O)CSc2nc3ccc(OC)cc3[nH]2)s1	104.3	0.8	12	-12.8	104.5	104.7	0.3	-1.0	-27.2	2.3	18
CC1=C(C(=O)OCc2ccccc2)C(/C=C/c2ccccc2)N2C(=O)CCSC2=N1 (stereo not given)	101.0	-2.2	13	-21.0	100.0	99.6	-0.7	-4.0	-29.4	3.6	9
COC(=O)c1cccc([N+](=O)[O-])c1CS(=O)(=O)c1ccc(C)cc1	103.3	7.3	9	19.1	103.7	105.1	6.5	-6.0	-26.5	3.8	13
CC1(C)Cc2nc3oc4c(NCCCN5CCOCC5)ncnc4c3cc2CO1	101.1	.	3	-11.8	?	103.6	.	.	-16.8	-2.0	.
CN(C)Cc1ccccc1Sc1cccc2ccccc12	96.0	3.7	15	8.2	90.0	89.8	1.1	-3.0	-6.6	15.3	11
Cc1cc(C(=O)COC(=O)CC2Sc3ccccc3NC2=O)c(C)n1-c1ccc(Br)cc1 (stereo not given)	94.6	14.0	12	-7.5	110.5	97.9	-0.1	-4.0	-53.3	24.8	10
Cc1cc(O)ccc1NC1=CC(=O)CC(C)(C)C1	85.5	-2.0	2	-26.2	99.0	95.9	-0.1	3.0	-85.0	26.2	7

A few values from above:
`COc1ccc(CCNS(=O)(=O)c2ccc(Cl)s2)cc1OC` in GSH fluor is entered as 14
`Cc1ccc(S(=O)(=O)N(C)c2ccc(NS(C)(=O)=O)cc2)cc1` in Mcl1 Noxa PPI is entered as 8.5

Bioassay records deposited in PubChem by several laboratories.
